E coli Lon inh: inhibits E. coli Lon protease; P0A9M0; purified E. coli Lon protease, fluorescence polarization; inhibition, % at 7.94 µM; 0.42% of 360,000 active; AID 602123; in the data active means inhibition above about 13%, passing the limit was not always enough;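 further: 0% = enzyme with probe and DMSO and 100% = no enzyme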
TbMetRS inhib: Trypanosoma brucei MetRS inhibition. purified T. brucei MetRS, ATP depletion, Kinase-Glo luminescence. inhibition, % at 11.9 µM. 0.4% of 360,000 active;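 active means inhibition above a per-plate cutoff of the control wells' mean inhibition plus 3 SD, cut at about 5.5% in these data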;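 further: 0% = DMSO wells median and 100% = median of wells with control inhibitor compound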
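assay system = parasite MetRS enzyme | timing = 15 min preincubation, 2 h reaction, all 25 °C | evaluation = percent inhibition relative to median high and low control wells | medium = HEPES buffer containing pyrophosphatase, BSA, spermine, DTT | compound = single dose, 11.9 µM final nominal, 0.9% final DMSO | detection = Kinase-Glo luminescence, ATP depletion format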
STEP inh: STEP (human) phosphatase inhibition; recombinant STEP, OMFP fluorogenic substrate, fluorescence; inhibition, % at 20 µM; 0.25% of 360,000 active; AID 588621;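 active means inhibition at 20 µM, scaled per plate between control wells, above about 37%, limit read from the data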;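 further: 0% = DMSO with enzyme and substrate and 100% = substrate only without enzyme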
Target sequence (P54829 whole entry, looked up): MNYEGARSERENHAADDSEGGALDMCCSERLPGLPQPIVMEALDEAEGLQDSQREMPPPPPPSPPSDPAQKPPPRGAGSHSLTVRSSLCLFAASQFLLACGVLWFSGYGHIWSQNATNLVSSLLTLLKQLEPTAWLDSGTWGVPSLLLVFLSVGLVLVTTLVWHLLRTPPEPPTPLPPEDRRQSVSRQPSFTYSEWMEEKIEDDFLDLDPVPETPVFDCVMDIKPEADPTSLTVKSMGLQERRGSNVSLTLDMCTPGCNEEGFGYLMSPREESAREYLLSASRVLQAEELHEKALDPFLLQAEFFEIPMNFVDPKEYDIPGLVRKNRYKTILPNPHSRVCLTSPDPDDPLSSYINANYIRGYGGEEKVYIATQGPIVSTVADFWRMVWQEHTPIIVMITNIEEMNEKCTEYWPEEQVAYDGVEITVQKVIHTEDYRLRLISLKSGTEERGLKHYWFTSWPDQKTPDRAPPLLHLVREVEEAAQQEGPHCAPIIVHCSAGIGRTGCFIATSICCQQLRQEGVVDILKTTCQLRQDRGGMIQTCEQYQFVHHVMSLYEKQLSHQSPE
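Material: STEP (striatal-enriched tyrosine phosphatase) enzyme, cell-free | Medium: 50 mM Bis-Tris pH 6.0 with 2.5 mM DTT and 0.005% Tween 20 | Read-out: Percent inhibition scaled to no-enzyme and uninhibited-enzyme controls, plate-pattern corrected | Signal: Fluorescence read at 480 nm ex / 540 nm em | Times: 20 min reaction, room temperature, in the dark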
MsrA inhibitor: bovine MsrA inhibition; purified bovine MsrA, absorbance read-out; inhibition, % at 15.5 µM; 0.75% of 360,000 active; AID 651718; in the data active means inhibition above about 4.5%;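 further: 0% = vehicle wells with enzyme and 100% = reference inhibitor wells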
LMPTP block: LMPTP (human) inhibition. P24666. recombinant LMPTP-A, OMFP fluorogenic substrate, fluorescence intensity. inhibition, % at 20 µM. 0.22% of 360,000 active. AID 651560;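 active means compounds that cut the enzyme signal by at least half of the control window in the single-dose screen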;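 further: plate controls were DMSO wells with enzyme plus substrate for no effect and substrate without enzyme for full effect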
Target sequence (P24666 whole entry, looked up): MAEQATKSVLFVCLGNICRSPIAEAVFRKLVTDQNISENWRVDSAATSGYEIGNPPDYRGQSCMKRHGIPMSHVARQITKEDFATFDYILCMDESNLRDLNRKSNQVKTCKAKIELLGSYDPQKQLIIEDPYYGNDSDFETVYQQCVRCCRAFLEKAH
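Test system: LMPTP-A phosphatase enzyme; input: 0.625 nM LMPTP-A final; reagent: OMFP substrate, 400 µM final; compound dosing: 20 µM single dose, 3% DMSO; incubation: 50 min dark incubation at room temperature; measured by: endpoint fluorescence intensity from OMFP dephosphorylation; measure: % inhibition relative to no-enzyme and uninhibited control wells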
Scp-1 inhibitor: inhibitors of human Scp-1 phosphatase; inhibition, % at 20 µM; Q9GZU7; Recombinant Scp1, phosphopeptide, malachite green phosphate absorbance; 0.88% of 340,000 active;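 active means inhibition above about 50% at 20 µM, limit read from the data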;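 further: plate controls were DMSO wells with enzyme for no effect and wells lacking enzyme for full effect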
Target sequence (Q9GZU7 76-261 limits assumed): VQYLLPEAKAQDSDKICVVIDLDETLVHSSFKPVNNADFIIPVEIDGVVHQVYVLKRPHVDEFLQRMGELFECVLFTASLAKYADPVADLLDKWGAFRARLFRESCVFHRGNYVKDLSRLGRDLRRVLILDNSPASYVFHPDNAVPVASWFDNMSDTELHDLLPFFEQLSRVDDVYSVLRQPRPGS
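Assay system: SCP-1 catalytic fragment, aa 76-261 | Buffer or medium: Tris acetate buffer pH 5.5 with MgCl2 and Tween-20 | Compound: One concentration, 20 µM, with 1.0% DMSO | Also added: Phospho 17-mer peptide substrate | Signal: Absorbance at 630 nm | Incubation: 45 min enzyme reaction at room temperature | Measure: % inhibition of SCP-1 phosphate liberation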
NRP1-CendR mod: alters CendR peptide binding to human NRP-1. inhibition, % at 25 µM. O14786. 0.85% of 360,000 active. FAM-RPARPAR peptide binding to NRP-1, fluorescence polarization. AID 602438;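 active means inhibition or corrected inhibition above about 18%, plus a signal ratio from 0.5 to 1.5, limit read from the data, passing the limit was not always enough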; further: strong numbers were not always called active
SUMO1-SIM PPI: modulators of human SUMO1-mediated protein-protein interactions. 0.33% of 360,000 active. SUMO1 binding to a labelled peptide, TR-FRET, 1 h. P63165. inhibition, % at 20 µM; in the data active means inhibition above about 37%
Target sequence (P63165 whole entry, looked up): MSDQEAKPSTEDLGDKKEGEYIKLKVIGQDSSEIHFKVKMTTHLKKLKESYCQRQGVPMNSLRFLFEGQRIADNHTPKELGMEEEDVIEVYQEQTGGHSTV
MsrA act: activators of bovine methionine sulfoxide reductase A. activation, % at 10.6 µM. purified bovine MsrA, absorbance read-out. AID 602163. 0.3% of 360,000 active; in the data active means activation above about 7.5%;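 further: 0% = vehicle and 100% = reference activator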
DNMT1 inh: inhibitors of human DNMT1; P26358; DNMT1 molecular beacon, Hinp1I cleavage, fluorescence; inhibition (reported as % activation of signal), % at 10 µM; 0.83% of 360,000 active; in the data active means inhibition above about 50%
An asterisk follows results filed as active; nt = not tested or not shown.

SMILES	E coli Lon inh	TbMetRS inhib	STEP inh	MsrA inhibitor	LMPTP block	Scp-1 inhibitor	NRP1-CendR mod	SUMO1-SIM PPI	MsrA act	DNMT1 inh
CCC1Oc2ccc(C)cc2N(CC(=O)NCc2cc(OC)ccc2OC)C1=O (centres undefined)	-6	-0.4	0	-0.8	0.0	-4	-5	2	-2	1
CCOC(=O)C1=C(CSc2nccn2C)NC(=O)NC1c1ccc2c(c1)OCO2 (centres undefined)	1	-0.8	-2	0.3	-1.7	-4	11	31	-5	2
COc1ccccc1C(=O)COC(=O)CN1C(=O)NC2(CCCC2)C1=O	-1	-0.3	2	0.0	-1.4	-5	5	-1	-3	1
CCCCOc1ccc(C(O)C(CN2CCCCC2)c2ccccc2)cc1 (centres undefined)	1	-0.4	2	1.7	-2.3	-8	5	5	-1	1
COc1cc(C(=O)N2CCC(C(N)=O)CC2)ccc1OCc1c(C)noc1C	-2	-0.5	-2	0.3	0.4	-4	10	-4	-4	2
Cc1c(NCc2cccnc2)cccc1C(=O)O	6	0.2	-2	-0.5	-3.3	-2	7	20	-9	2
Cc1cccc(C)c1Nc1nnc(SCc2nc3ccccc3s2)s1	-26	-0.2	6	-0.5	1.2	-12	-25	1	-4	-11
CCOc1ccc(C(=O)Nc2nnc(SCC(=O)NCC3CCCO3)s2)cc1 (centres undefined)	32	-0.4	-3	1.3	-2.1	4	-7	3	-5	2
CC(O)CNCCCOc1ccccc1OCc1ccccc1 (centres undefined)	-10	-0.9	0	1.7	0.3	-2	-7	-3	-1	-2
CCC1Nc2ncnc(N3CCOCC3)c2N(Cc2ccc(C)cc2)C1=O (centres undefined)	7	-0.3	1	1.1	-1.0	3	2	-5	-5	-2
CSc1ccccc1C(=O)OCC(=O)Nc1ccc(N2CCOCC2)cc1	-8	-0.2	-2	0.3	-1.5	-13	1	1	-1	-11
Cc1c(-c2ncn[nH]2)sc(C#N)c1-c1ccccc1	4	-1.0	0	0.4	2.3	-7	7	-11	-4	-4
CCSc1ccccc1C(=O)NC1CCCCC1	3	-0.8	0	0.8	-1.3	-1	-5	-1	-1	7
C[C@@H]1CN([C@@H](C)CO)C(=O)c2cc(Br)cnc2O[C@H]1CN(C)C(=O)c1cccc(F)c1	1	-1.6	-3	1.3	-0.9	nt	-6	-2	-6	2
Clc1cccc(OCCCCCN2CCOCC2)c1	-4	-0.6	0	-0.8	0.0	-6	0	9	-1	-1
NC(=O)CC(NC(=O)Cc1ccc(Cl)cc1)c1ccc(NC2CCN(Cc3ccccc3)CC2)c([N+](=O)[O-])c1 (centres undefined)	-7	0.2	2	0.3	-0.3	-4	-82	-24	-1	-11
CCOC(=O)c1ccc(S(=O)(=O)N2CCN(S(=O)(=O)CC)CC2)cc1	-1	0.1	3	0.0	-0.4	-3	1	-1	-2	3
CCOC(=O)C1CCN(C(C)=C2C(=O)c3ccccc3C2=O)CC1	-11	-1.3	3	1.4	0.3	-9	2	-10	-8	4
C[C@@H]1CN([C@H](C)CO)C(=O)CCCn2nncc2CO[C@H]1CN(C)C(=O)Cc1ccccc1	3	-0.8	0	-1.3	-3.3	nt	-9	1	-2	2
C=CCOc1ccc(CNc2ccc3[nH]c(=O)[nH]c3c2)cc1OC	-162	-0.3	0	0.4	-2.4	-7	-29	-3	-2	-5
O=C(NC1CCOCC1)C1CCC(=O)N(Cc2cccc(C(F)(F)F)c2)C1 (centres undefined)	-12	-0.2	-2	-1.0	-1.6	-1	1	1	-1	0
O=C(O)c1ccc2c(c1)S(=O)(=O)c1cc(N3CCN(c4ncccn4)CC3)ccc1C2=O	-12	-0.9	0	-0.1	-0.1	nt	-38	-20	-2	4
COc1ccc(-c2cccc(C(=O)Nc3ccc(OC)c(OC)c3)c2)cc1	-3	-0.7	-2	-0.2	2.2	3	9	0	-11	-2
CCC(C)N(C(=O)COC(=O)Cc1n[nH]c(=O)c2ccccc12)C1CCS(=O)(=O)C1 (centres undefined)	0	-0.9	0	-0.3	-3.7	2	1	-1	-11	-1
COc1cc(-c2c(NC(=O)c3ccco3)oc3ccc(Cl)cc3c2=O)cc(OC)c1OC	-5	0.2	3	2.5	-2.4	nt	6	7	-4	6

The final three compounds of the part above are carried over, then new ones follow.
SMILES	E coli Lon inh	TbMetRS inhib	STEP inh	MsrA inhibitor	LMPTP block	Scp-1 inhibitor	NRP1-CendR mod	SUMO1-SIM PPI	MsrA act	DNMT1 inh
COc1ccc(-c2cccc(C(=O)Nc3ccc(OC)c(OC)c3)c2)cc1	-3	-0.7	-2	-0.2	2.2	3	9	0	-11	-2
CCC(C)N(C(=O)COC(=O)Cc1n[nH]c(=O)c2ccccc12)C1CCS(=O)(=O)C1 (centres undefined)	0	-0.9	0	-0.3	-3.7	2	1	-1	-11	-1
COc1cc(-c2c(NC(=O)c3ccco3)oc3ccc(Cl)cc3c2=O)cc(OC)c1OC	-5	0.2	3	2.5	-2.4	nt	6	7	-4	6
O=C(O)c1cccc(NC(=O)c2ccccc2NC(=O)c2ccco2)c1	-4	0.1	1	1.1	-0.8	1	-3	11	1	-1
CCN(CC)S(=O)(=O)c1ccc(-c2cc(C(=O)OC)sc2C(F)(F)F)cc1	0	-0.1	2	0.3	2.3	-13	5	9	-2	4
O=C(N/C(=C/c1ccccc1)C(=O)N1CCCCCC1)c1ccccc1	1	1.0	-4	2.0	0.1	-6	-3	4	-2	1
Cc1cc(C)c(S(=O)(=O)Nc2cc(C)on2)c(C)c1	-10	-0.4	0	-0.8	-0.6	-2	-2	4	-6	1
CSc1nc(C)c2c(n1)N(c1ccc(C(C)C)cc1)CC2	-2	-0.7	4	-0.7	2.8	3	-6	56*	3	-4
Cc1ccc(C)c(OCC(O)CN2CCC(Cc3ccccc3)CC2)c1 (centres undefined)	0	-0.5	-2	-0.1	-0.7	-16	15	3	4	28
C[C@H](NC(=O)c1ccccc1)C(=O)OCC(=O)Nc1sccc1C(N)=O	-7	0.2	-1	0.6	0.9	-6	-6	9	-2	-5
COc1ccccc1NC(=O)COC(=O)c1ccc2c(=O)n3c(nc2c1)CCC3	0	-0.3	1	-0.8	-0.3	nt	-8	28	-3	-1
BrC(/C=C\c1ccccc1)=N/Nc1nc(N2CCOCC2)nc(N2CCOCC2)n1	-6	-1.0	-1	6.7*	-1.3	1	12	-12	-10	-2
COc1ccccc1NC(=S)N1CCN(c2cccc(C)c2C)CC1	4	-0.1	3	-0.7	0.4	1	-1	1	0	-2
COc1ccccc1S(=O)(=O)N(C)C[C@@H]1Oc2ncc(-c3ccc(C)cc3)cc2C(=O)N([C@H](C)CO)C[C@@H]1C	0	-0.8	3	-0.8	-0.7	nt	-3	1	-6	3
CCc1ccccc1NC(=O)c1ccccc1N1C(=O)C2C3C=CC(C3)C2C1=O (centres undefined)	-8	-0.4	-3	0.5	-0.4	-4	22*	-2	-4	-1
COC(=O)[C@]12CCCCC=C1N(Cc1cccc3ccccc13)C(=O)[C@H](CC(=O)N1CCC(c3ccccc3)CC1)C2	8	-1.1	nt	1.6	3.8	nt	10	3	-2	nt
Cc1ccccc1N(CC(=O)NC1CCCC1)C(=O)C1(C)CC(=O)N=C2C=CC(Cl)=CN21 (centres undefined)	2	-0.1	3	0.0	-2.3	0	3	0	-2	-5
COc1ccccc1N1C(=O)CC(Sc2n[nH]c(-c3cccc(C)c3)n2)C1=O (centres undefined)	-7	0.6	0	0.1	-1.2	-4	-2	-1	0	-4
CC(=O)c1cccc(NC(=S)NCCCCc2ccccc2)c1	1	-1.0	6	-0.3	1.6	-6	-4	1	-5	-3
CCn1c(C(C)NC(=O)c2cccs2)nc2ccccc21 (centres undefined)	0	0.1	5	-1.8	-2.0	-6	-3	2	-2	1
N#Cc1ccccc1S(=O)(=O)N1CCN(CC(O)c2ccccc2)CC1 (centres undefined)	-6	-0.9	-2	-0.3	-2.7	-3	-4	1	-9	1
Cc1ccc(N(CC(=O)O)S(=O)(=O)c2cccc3nonc23)cc1	3	-0.8	-1	1.4	-0.2	4	4	-17	-1	-8
CCOc1ccc(C(CC(=O)O)NC(=O)c2cccs2)cc1OC (centres undefined)	-4	-0.2	0	1.8	-1.4	-1	7	1	-3	1
Cc1cc2c(c(=O)o1)C1(C(=O)N(CC(=O)O)c3ccccc31)C(C#N)=C(N)O2 (centres undefined)	-74	-0.8	2	0.4	-0.5	27	-71	17	-10	22
COc1ccccc1OCC(=O)Nc1cccc(-c2nnc(-c3ccco3)o2)c1	-1	-0.3	2	0.1	0.7	-3	21	4	-7	-5
CCC(C(=O)NCCC(C)C)n1ccc2cc(S(=O)(=O)N3CCCCC3)ccc21 (centres undefined)	10	0.4	1	nt	1.7	-11	10	4	-2	-1
Cc1ccsc1/C=N\NC(=O)CCc1c(C)n[nH]c1C	4	-1.1	-1	2.4	0.4	-1	-7	-9	-3	1
COc1ccc(C)cc1NC(=O)C(CCS(C)(=O)=O)NC(C)=O (centres undefined)	7	0.0	-1	0.2	-1.0	-5	13	-4	-3	0
Following part
SMILES	E coli Lon inh	TbMetRS inhib	STEP inh	MsrA inhibitor	LMPTP block	Scp-1 inhibitor	NRP1-CendR mod	SUMO1-SIM PPI	MsrA act	DNMT1 inh
O=C(Nc1cccc(F)c1)c1cccc(S(=O)(=O)N2CCOCC2)c1	-2	-0.5	-1	-1.0	1.1	-11	-5	1	2	1
CCOC(=O)c1sc(=S)n(-c2ccc(F)c(F)c2)c1N	2	-0.5	6	3.5	-1.0	-11	-12	-7	-1	1
O=C(NC1CCC(O)CC1)c1ccc(-c2ccc([N+](=O)[O-])cc2)o1 (centres undefined)	-1	-0.4	3	3.1	7.1	-4	5	-19	-2	-5
CN(Cc1ccccc1)C(=O)c1[nH]cnc1C(=O)Nc1ccccc1F	-7	-0.9	-5	-0.1	-0.4	nt	-19	-2	5	-2
CC(=O)Nc1ccc(CN2C(=O)C(C)(C)ON=C2c2ccc(C(F)(F)F)cc2)cc1	3	-0.5	-1	-0.7	-1.6	nt	-5	3	-8	-2
CC1CN(C(=O)c2ccccc2OCc2ccc(Cl)cc2Cl)CC(C)O1 (centres undefined)	-1	0.2	-5	-0.2	0.4	-9	-1	4	-2	0
Cc1c(Cl)cccc1NC(=O)CNC(=O)CCS(=O)(=O)c1ccc(F)cc1	-4	-0.3	-3	-0.1	0.0	-8	-10	-1	0	-10
Cc1cc(C)nc(NC(=S)NC(=O)c2ccccc2)n1	9	-0.3	3	-1.1	-0.2	-7	8	2	-3	4
CCn1c(CNc2nc3ccccc3n2C(C)C)nc2ccccc21	1	-0.7	-4	-1.2	0.2	-4	10	4	-3	-3
CCOC(=O)c1c(C)nc(C)c(C(=O)OCC)c1-c1cccc([N+](=O)[O-])c1	4	-0.1	-1	-0.8	-1.1	nt	6	-10	1	8

Assay outcomes deposited in PubChem BioAssay by several laboratories.
